# ERG Ets-DNA blk: ERG Ets/DNA interaction inhibition; Potency, µM (top dose mostly 76.9 µM), inactives show top-dose FP activity, negative = inhibition, most hits filed as inhibitors; 0.028% of 370,000 active; fluorescence polarization, His-ERG Ets domain / labelled DNA; active = well fitted inhibition curve with a large enough effect in the polarisation, with a control signal flat; inconclusive = small, poorly fitted or top-dose-only effect, or effect the other way, or a change in a side signal; inactive = no such curve, though single readings can be large or run the other way; the % refers to the polarisation;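 note: polarization taken with two DNA probes labelled with fluorescein and Texas red; potency is the fitted concentration of half-maximal effect; % of control where 0% means no effect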
#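 His-tagged ERG Ets domain (1 uM in the protein solution; 300mM KCl, 50mM Tris-HCl, 1mM EDTA, 1mM DTT, pH 7.5) received compound, then a probe mix of 5 nM fluorescein-DNA and 100nM Texas-615-DNA. Fluorescence polarization was read for both dyes.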
# APEX1 inh: blocks human APE1 abasic DNA cleavage | recombinant APE1, TAMRA/BHQ-2 abasic DNA cleavage fluorescence | 0.35% of 350,000 active | Potency, µM (titrated, usually from 65.8 µM), for inactives: top-dose activity change, negative = inhibition, usual class: inhibitors;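 note: potency is the fitted concentration of half-maximal effect; plate controls were vehicle for no effect and reference inhibitor for full effect; nearly all actives have a fitted effect of over 55% in size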
# Target sequence (P27695 whole entry, looked up): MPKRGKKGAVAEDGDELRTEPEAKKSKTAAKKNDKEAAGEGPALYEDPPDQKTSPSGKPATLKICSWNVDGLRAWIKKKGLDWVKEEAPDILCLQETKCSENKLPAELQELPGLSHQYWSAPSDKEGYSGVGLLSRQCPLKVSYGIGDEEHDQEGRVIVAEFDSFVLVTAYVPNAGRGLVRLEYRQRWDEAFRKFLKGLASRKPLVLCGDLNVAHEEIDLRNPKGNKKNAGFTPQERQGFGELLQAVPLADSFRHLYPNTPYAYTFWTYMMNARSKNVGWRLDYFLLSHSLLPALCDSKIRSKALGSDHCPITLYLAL
#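 0.75 nM APE1 + cpd, 15 min RT; start w/ 50 nM TAMRA/BHQ-2 THF-abasic dsDNA; kinetic fluor 525/598 nm ×3 reads @60 s; Δ(read3−read1); normalized to DMSO and NSC13755 control wells.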
# POLK inh: DNA polymerase kappa (human) inhibition; AID 588579; Potency, µM (highest dose often 107 µM), inactives show top-dose activity, negative = inhibition, usual class: inhibitors; 0.53% of 400,000 active; Q9UBT6; purified Pol kappa, fluorescent DNA synthesis assay, 10 min; note: potency is the fitted concentration of half-maximal effect; % is set by controls: 0 for no effect and ±100 for the full control effect
#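 Fluorescent qHTS in 1536-well format: enzyme (10 nM) and compound sat 15 min at room temperature before 50 nM substrate (final) was added. Signal taken at 0 and 10 min; no-enzyme buffer wells were negative controls.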
# Anesthetic bind: binds horse apoferritin like a general anesthetic; P02791; apoferritin/1-aminoanthracene competitive binding, fluorescence; Potency, µM (top dose mostly 77.5 µM), without a hit: at the top dose activity change, negative = displacement, actives largely listed as inhibitors; 0.074% of 350,000 active; AID 485281; note: potency is the fitted concentration of half-maximal effect; % is set by controls: 0 for no effect and ±100 for the full control effect; nearly all actives have a fitted effect of over 20% in size
# Target sequence (P02791 2-175 limits assumed): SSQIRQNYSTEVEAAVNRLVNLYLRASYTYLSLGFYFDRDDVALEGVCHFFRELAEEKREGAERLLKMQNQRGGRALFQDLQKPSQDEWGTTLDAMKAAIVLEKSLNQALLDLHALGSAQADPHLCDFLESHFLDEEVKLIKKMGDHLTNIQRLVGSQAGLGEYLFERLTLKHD
#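 Concentration-response curves derived by four-parameter Hill fitting of normalized fluorescence, where compounds displaced 1-AMA from 10 uM horse apoferritin following a brief 10 min room-temperature incubation; propofol titration acted as positive control.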
# Pol iota inh: blocks human DNA polymerase iota activity. AID 588590. 1% of 390,000 active. Potency, µM (top dose mostly 115 µM), without a hit: at the highest dose activity, negative = inhibition, actives largely listed as inhibitors. Pol iota fluorescent replication assay, 10 min. Q9UNA4; note: potency is the fitted concentration of half-maximal effect
#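 Fluorescent replication assay read twice, at 0 min and 10 min after adding 50 nM (final) substrate. Enzyme (10 nM) and compounds were first incubated 15 min at room temperature; enzyme-free buffer wells were negative controls.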
# POLB inh: DNA polymerase beta (human) inhibition; AID 485314; P06746; Pol beta primer extension/strand displacement, fluorescence kinetic; 1.3% of 340,000 active; Potency, µM (top dose mostly 114 µM), for inactives: top-dose activity change, negative = inhibition, most hits filed as inhibitors; note: potency is the fitted concentration of half-maximal effect; % is set by controls: 0 for no effect and ±100 for the full control effect
#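 Pol beta (10 nM) was preincubated with compound for 15 min at room temperature. The reaction was then started with 50 nM substrate and read immediately and after a further 10 min at room temperature.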
# BLM helicase inh: Bloom syndrome helicase (human) inhibition | P54132 | recombinant BLM DNA unwinding, fluorescence dequenching | Potency, µM (highest dose often 56.1 µM), inactives show at the top dose activity change, negative = inhibition, hits mostly inhibitors | 0.2% of 350,000 active | AID 2528;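 note: potency is the fitted concentration of half-maximal effect; plate controls were vehicle for no effect and no enzyme for full effect; nearly all actives have a fitted effect of over 35% in size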
# TRHR ag: activates the human TRH receptor; P34981; TRHR cells, calcium flux fluo-8, FDSS agonist mode; activation, % at 2 µM; 0.18% of 360,000 active; AID 493084; in the data active = activation above about 30%; note: 0% is about no effect
# Target sequence (P34981 whole entry, looked up): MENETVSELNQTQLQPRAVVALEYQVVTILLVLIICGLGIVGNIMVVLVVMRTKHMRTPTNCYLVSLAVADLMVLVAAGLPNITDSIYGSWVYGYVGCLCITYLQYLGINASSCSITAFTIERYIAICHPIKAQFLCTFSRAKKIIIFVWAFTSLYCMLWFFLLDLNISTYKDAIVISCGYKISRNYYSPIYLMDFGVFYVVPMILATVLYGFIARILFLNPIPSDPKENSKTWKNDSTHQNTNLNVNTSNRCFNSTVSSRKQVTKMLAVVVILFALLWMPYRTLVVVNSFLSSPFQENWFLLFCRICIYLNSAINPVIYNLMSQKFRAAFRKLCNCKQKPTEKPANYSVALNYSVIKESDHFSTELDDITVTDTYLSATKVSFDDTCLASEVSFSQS
#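 TRHR-expressing cells loaded with fluo-8 calcium dye; 23 nL library compound pin-transferred, kinetic FDSS fluorescence (Ex 480/Em 530) recorded about 180 s for agonist-induced calcium release, before a 10 nM TRH EC20 addition for potentiator mode.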
# ALOX12 inh: blocks human arachidonate 12S-lipoxygenase | 1.1% of 580,000 active | purified 12hLO, xylenol orange hydroperoxide absorbance | P18054 | AID 1671190 | Potency, µM (top dose mostly 108 µM), for inactives: at the highest dose activity change, negative = inhibition, usual class: inhibitors; note: potency is the fitted concentration of half-maximal effect; % is set by controls: 0 for no effect and ±100 for the full control effect
#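 Purified human 12hLO (150 nM final) in 25 mM Hepes, 0.01% Triton X-100, pH 7.0 was preincubated 15 min at room temperature with compound. Then 40 uM arachidonic acid was added, 30 min. Hydroperoxide was read by Fe-XO absorbance ratio 573/405 nm.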
# An asterisk follows results filed as active; ? = inconclusive; / = no result given; [ ] = another dose, or the depositor's remark. Unless noted, calls come from the whole dose curve; as a rule, active = well fitted curve in the direction sought with a large enough effect; inconclusive = small, poorly fitted or top-dose-only effect, or another doubt; inactive = no such curve, though single readings can be large; an effect the other way counts as inactive or inconclusive. Not all compounds are listed; count on the stated rates, not on these rows.
# Sequence of screens – ERG Ets-DNA blk, APEX1 inh, POLK inh, Anesthetic bind, Pol iota inh, POLB inh, BLM helicase inh, TRHR ag, ALOX12 inh
> O=C(NCc1cccnc1)C(=O)Nc1cc2c3c(c1)CC(=O)N3CCC2
→ 7%, 35%, -16%, /, 21%, /, /, 0.6, /
> CC(C)(CO)Nc1nc(N2CCCC2)nc(N2CCCC2)n1
→ -2%, 2%, -5%, 1%, 0%, 84%, 4%, -0.2, 2%
> CC(C)CCN(C(=S)Nc1cccc(F)c1)C1CCN(C(C)C)CC1
→ -1%, 0%, -5%, -9%, 73%[activator], 35%, -2%, 1.5, ?
> CCc1ccc(-c2cc(C)no2)cc1S(=O)(=O)Nc1cc(C)ccn1
→ 7%, 20%, -12%, -2%, 7%, 12%, -1%, -0.1, -11%
> CCOC(=O)CC(=O)c1cc(OC)c(OC)c(OC)c1
→ -6%, -2%, -7%, -2%, -8%, 4%, -4%, -1.0, 1%
> CCC1(CC)Cc2ccccc2C(C2=C(O)CC(C)(C)CC2=O)=N1
→ -2%, 5%, -2%, -10%, 7%, 9%, -6%, -0.2, -16%
> Cc1cc(NC(=O)C(C)SCC(=O)Nc2ccccc2C(C)(C)C)no1 (configuration not stated)
→ 6%, -9%, -11%, /, 24%, /, /, -0.1, -5%
> CNS(=O)(=O)c1ccc(NC(=O)C(CCSC)NC(N)=O)cc1 (configuration not stated)
→ -2%, 5%, -16%, -14%, 21%, -1%, -5%, 1.1, 0%
> CC1(C)COC(c2coc3ccccc3c2=O)OC1
→ 0%, 2%, -14%, 3%, 10%, 38%, 3%, 0.2, 1%
> COc1ccc(C2CC(c3ccc(OC)cc3)n3nc(N)nc3N2)cc1 (configuration not stated)
→ -9%, 1%, 0%, 5%, 8%, 1%, -1%, 0.6, -2%
> COC(=O)c1cn(C(=O)c2cccs2)c2ccccc12
→ -1%, -7%, 7%, -5%, -4%, -23%, -10%, 7.5, 41%[activator]
> CC1CCCC(C)N1C(=O)COc1ccc(C(=O)N/N=C/c2ccc(C(=O)O)cc2)cc1 (configuration not stated)
→ -11%, -3%, 5%, -18%, 30%, 6%, 1%, 2.7, 5%
> Nc1c(C(=O)Nc2ccc(S(=O)(=O)N3CCCC3)cc2)sc2nc3cc4c(cc3cc12)CCC4
→ 7%, -2%, -4%, -11%, 137%[activator], -10%, -11%, 8.8, ?
> COc1ccc(-c2ccc(SCC(=O)NCC3CCCO3)nn2)cc1OC (configuration not stated)
→ ?, -7%, 0%, 0%, 198%[activator], 5%, -1%, 0.6, -1%
> Cc1ccc(S(=O)(=O)OCCC2=CC(=O)CCN2Cc2ccccc2)cc1
→ 3%, -4%, 5%, /, -8%, /, /, /, -14%
> O=C1CC(c2ccccc2)CC(O)=C1C=NCCN1CCNCC1 (configuration not stated)
→ -4%, -5%, -12%, -9%, 4%, 20%, 2%, 0.4, 3%
> CC(=O)c1cccc(NC(=O)C2CCN(C(=O)c3cccs3)CC2)c1
→ -4%, 6%, 2%, 3%, 81%[activator], 6%, 1%, 0.4, 33%
> CCCCSC1(SCCCC)N=C(N)C2(C#N)C(c3ccccc3)NC(C)=CC12C#N (configuration not stated)
→ 7%, 1%, 0%, -19%, 10%, 14%, -4%, -0.4, ?
> Cc1cc(C)n(-c2ccc(NC(=O)C3CCN(Cc4ccccn4)CC3)cc2)n1
→ -5%, 2%, -17%, -35%, 5%, 5%, 1%, 0.0, -8%
> CCC(C)C(NC(=O)c1ccc(Cl)cc1)C(=O)O (configuration not stated)
→ -4%, 0%, -8%, 5%, -8%, 5%, -1%, 0.1, 0%
> CCn1cc(C(=O)OC(C)C(=O)Nc2c(C)n(C)n(-c3ccccc3)c2=O)c(=O)c2ccc(C)nc21 (configuration not stated)
→ -2%, 8%, -9%, -10%, 0%, 23%, 0%, -0.5, -18%
> COc1ccc(C)cc1S(=O)(=O)N1CCOCC1
→ -10%, 8%, -10%, -4%, 89%[activator], -13%, -4%, 0.2, 28%
> O=C(NCc1ccc(F)cc1)C1CCC(=O)N1C1CCCCC1 (configuration not stated)
→ -10%, 6%, -14%, -3%, 74%[activator], 0%, 0%, 0.8, 7%
> CCOc1cccc(/C=N/NC(=S)NCCN2CCOCC2)c1O
→ 4%, 1%, -2%, -1%, -20%, 0%, -1%, -0.1, 1%
> CCOc1ccc(N2C(=O)/C(=C/c3ccccn3)SC2=S)cc1
→ 2%, -4%, -5%, 5%, -23%[58.9 µM], 4%, -1%, 0.2, /
> N#CC1=C(N)Oc2cc(N)ccc2C1c1ccc(F)cc1 (configuration not stated)
→ 7%, -10%, -5%, 2%, 9%, 5%, -5%, -0.4, 0%
> O=[N+]([O-])c1ccc(/C=N/Nc2nc(N3CCCCC3)nc(N3CCCCC3)n2)cc1
→ 11%, 17%, -2%, -3%, 6%, 4%, 4%, -1.1, -6%
> CN(Cc1ccccc1)C(=O)CN1CCN(S(=O)(=O)c2ccc(Cl)c(Cl)c2)CC1
→ -5%, 6%, -15%, /, -3%, /, /, -0.2, ?
> CCOc1ccc(-n2nc(C(=O)NC3CCCCC3)c3ccccc3c2=O)cc1
→ -10%, 35%, 11%, 3%, -10%, 7%, 0%, -0.5, 1%
> CCCNC(=O)c1ccccc1NC(=O)Cc1ccc(OC)c(S(=O)(=O)N2CCOCC2)c1
→ 0%, 3%, 2%, /, 37%[activator], /, /, -0.1, 16%
> CC(=O)c1ccc2c(c1)C1C=CCC1C(C(=O)O)N2 (configuration not stated)
→ 18%, ?, 3.5µM*, -20%, 1.6µM*, 32µM*, -8%, -0.3, ?
> O=S1(=O)C2CC3CCC2(CN1Cc1cccc(F)c1)O3 (configuration not stated)
→ /, -1%, 4%, -7%, 9%, /, 3%, /, /
> CCC(C)(C)NC(=O)C(OC(=O)c1ccco1)c1ccc(OC)cc1 (configuration not stated)
→ 13%, -1%, -5%, -11%, 16%, 6%, -6%, -0.3, -19%
> O=C(Nc1ccccc1)NC1CCN(CCCN2C(=O)c3ccccc3C2=O)CC1
→ /, -3%, -6%, -8%, 3%, 1%, -2%, -0.2, -5%
> O=C(CSc1ccccc1)NCC(c1ccco1)N1CCCCC1 (configuration not stated)
→ 7%, -3%, 9%, /, 33%[activator], /, /, -0.7, 4%
> CC(C)C(NC(=O)c1ccc(S(=O)(=O)N2CCOCC2)cc1)c1nc2ccccc2[nH]1 (configuration not stated)
→ 3%, ?, 7%, -6%, -9%, 30%, -4%, -0.6, 0%
> CCCCN(CCCC)CCCNC(=O)C1CC(c2ccc(C(F)(F)F)cc2)=NO1 (configuration not stated)
→ -13%, -7%, 5%, -5%, -9%, 4%, 2%, 0.1, -4%
> O=P(Cc1ccccc1)(c1ccccc1)c1ccccc1
→ -12%, 1%, 12%, 7%, 14%, -12%, 5%, -1.4, -15%
> CC1(C)CC(=O)c2cc(N=C/C(C(=O)c3ccccc3)=C(\O)c3ccccc3)c(=O)oc2C1
→ -3%, 6%, -4%, -3%, 8%, -21%, -1%, -1.8, -4%
> CCSc1ccccc1C(=O)Nc1nc2ccccc2c(=O)[nH]1
→ 2%, 14%, 1%, -18%, 16%, 41%, 1%, -0.5, ?
> Cc1c(C(=O)N2CCC(C)CC2)c(S(=O)(=O)Nc2ccc(OC(F)(F)F)cc2)c(C)n1C
→ 5%, /, -5%[60.1 µM], ?, 12%, -2%, -4%, -0.1, -21%
> COc1ccc(C)cc1NC(=O)CSc1nnc(-c2cc(C)[nH]n2)n1N
→ 16%, -2%, -2%, -2%, 72%[activator], 0%, 0%, -0.2, -7%
> CC[N+]1(C)CC2CCC(C)(C1)C2(C)C (configuration not stated)
→ 3%, 3%, -4%, 2%, -22%, 55%, -2%, -0.4, ?
> Cc1cccc(OCC(=O)Nc2ccc(C(=O)Nc3ccccc3C(=O)O)cc2)c1C
→ -3%, 0%, -4%, -5%, 5%, 0%, -10%, -0.9, ?
> COCCN(CCOC)C(=O)CN1C(=O)NC2(CCCc3sccc32)C1=O (configuration not stated)
→ 5%, 31%, -7%, -2%, 68%[activator], 2%, -1%, 0.1, 26%
> CSc1ccccc1C(=O)C1CCCN(S(=O)(=O)N(C)C)C1 (configuration not stated)
→ 6%, 0%, -3%, ?, 11%, 3%, 0%, -2.7, -3%
> CCN(CC)C(=O)c1ccc(NS(=O)(=O)c2ccccc2)cc1
→ 16%, -1%, 1%, -15%, 28%, 1%, -1%, -0.5, 0%
> CCCCN1CNC(=S)N(CCc2ccc(OCC)c(OCC)c2)C1
→ -2%, -1%, -1%, -7%, 21%, 6%, -4%, -2.0, 15%
> COCCNC(=O)CN1CCOc2ccccc21
→ -2%, -3%, 0%, -7%, -16%, 21%, 0%, -0.2, 306%[activator]
> CCC(C(=O)NCc1ccc(C)cc1)c1ccccc1 (configuration not stated)
→ -15%, 15%, -1%, -12%, -11%, -3%, -2%, -1.2, 25µM*
> COc1ccc(CCC(=O)NNC(=O)c2cc(Cl)ccc2OC)cc1
→ ?, 20%, -12%, -1%, ?, -6%, -2%, -0.9, 5%
> O=C(O)c1ccc(NC(=S)Nc2ccccc2)cc1
→ -2%, 4%, -7%, 3%, -3%, 50%, 1%, 0.0, ?

# 4 structures already listed, ordered by SMILES length, falling.
# Sequence of screens – ERG Ets-DNA blk, APEX1 inh, POLK inh, Anesthetic bind, Pol iota inh, POLB inh, BLM helicase inh, TRHR ag, ALOX12 inh
> COc1ccc(C)cc1NC(=O)CSc1nnc(-c2cc(C)[nH]n2)n1N
→ 16%, -2%, -2%, -2%, 72%[activator], 0%, 0%, -0.2, -7%
> COc1ccc(CCC(=O)NNC(=O)c2cc(Cl)ccc2OC)cc1
→ ?, 20%, -12%, -1%, ?, -6%, -2%, -0.9, 5%
> CC[N+]1(C)CC2CCC(C)(C1)C2(C)C (configuration not stated)
→ 3%, 3%, -4%, 2%, -22%, 55%, -2%, -0.4, ?
> COCCNC(=O)CN1CCOc2ccccc21
→ -2%, -3%, 0%, -7%, -16%, 21%, 0%, -0.2, 306%[activator]
